# Bioassay records deposited in PubChem BioAssay by Broad Institute.
# CFTR F508del cor = CFTR F508del correction in bronchial cells; 0.36% of 350,000 active; activity (quench increase), % at 7.58 µM; CFBE cells, YFP halide quenching; stimulated with forskolin plus potentiator P3; % fluorescence drop versus neutral controls;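 active means mean added fluorescence quench of at least 8% versus neutral control, with both replicates also reaching 8%; inconclusive means only one of the mean or replicate conditions met; inactive means mean below 8% and not both replicates reaching 8%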;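 further: cells transiently co-express mutant CFTR-F508del with the halide-sensitive YFP; corrector assay measuring rescue of mutant channel to the surface after 24 h compound exposure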
# EWS-Fli inh = EWS/Fli transcriptional activity inhibition; 0.67% of 350,000 active; A673 NR0B1-luciferase reporter, viability-normalised; inhibition, % at 12.6 µM;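 active means mean inhibition of at least 50% after viability correction, with every replicate also passing that limit; inconclusive means mean reaches 50% but only one of two replicates passes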;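 further: firefly luciferase signal divided by Alamar Blue viability fluorescence both relative to DMSO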
# DENV2 CPE rescue = protects cells from dengue virus 2 cytopathic effect. DENV2-infected cells, cytopathic effect rescue, plate reader. CPE inhibition, % at 9.99 µM. 1.7% of 350,000 active. AID 651640; in the data active means CPE inhibition above about 20%, passing the limit was not always enough; inconclusive means no clear call, values can overlap the other calls; tested in BHK-21 cells;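 further: 0% = median of neutral control wells and 100% = median of positive control wells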
# FN deposition inh = fibronectin deposition inhibition; AH1F fibroblasts, Alexa488-fibronectin deposition fluorescence, overnight; inhibition, % at 12.6 µM; 0.086% of 350,000 active;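 active means mean inhibition across replicates of 30% or more, regardless of how many single replicates reach that level; inconclusive means mean under 30% yet at least half of replicates reach 30%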;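 further: positive control wells lacked labelled fibronectin entirely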
#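 Material: AH1F fibroblasts assembling fluorescent fibronectin matrix; amount: 10000 AH1F cells/well; medium: DMEM, 2% serum; reagent: Alexa488-fibronectin, 24 nM final in well; dosing: single compound dose, delivered by pin transfer; incubation: 1 h adhesion, overnight exposure; detection: fluorescence after three HBSS washes, excitation 485 nm, emission 525 nm; measure: fibronectin deposition inhibition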
# miR122 inh = inhibitors of miR-122 in Huh7 cells; Huh7 miR-122 Renilla luciferase sensor, 48 h; neutral wells = 0, positive control = 100; AID 602342; 0.3% of 340,000 active; activation (reporter increase), % at 12.5 µM;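 active means mean replicate activation score at least 90 and every replicate individually at or above 90; inconclusive means only one of the two criteria met; inactive means neither criterion met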;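 further: higher luciferase means less miR-122 activity so hits act as miR-122 inhibitors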
# INS-1E GSIS act = GLuc luminescence reporter in INS-1E cells, primary screen for activators of glucose-dependent secretion of insulin; INS-1E GLuc reporter insulin secretion, 2-3 h; activation, % at 16.6 µM; 0.61% of 370,000 active;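 active means lowest replicate activation of at least 40%, so every replicate reaches that level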;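 further: 0% = median of neutral control wells and 100% = median of IBMX positive control wells; some compounds called inactive have numbers as strong as hits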
# PAX8 inh HTS = lowers PAX8-driven luciferase in RMG-I cells | RMG-I TPO-luciferase reporter, SteadyGlo, 24 h | inhibition, % at 12.6 µM | 1.2% of 360,000 active;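 active means mean replicate inhibition at least 60% with every replicate also reaching 60%; inconclusive means only one of the two criteria is met; inactive means mean below 60% and not all replicates reaching 60%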;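 further: luciferase light reporting Pax8 driven TPO promoter activity; plate controls were median of neutral control wells for no effect and mitoxantrone controls for full effect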
# * marks the source's active call; other numbers are inactive results; ? = inconclusive; . = not tested or not shown; [ ] = another dose, or the depositor's remark.
# Key to letters – A = CFTR F508del cor; B = EWS-Fli inh; C = DENV2 CPE rescue; D = FN deposition inh; E = miR122 inh; F = INS-1E GSIS act; G = PAX8 inh HTS
> O=C(CCl)NCC1CCCO1 (stereo unspecified)
  A: 3.4 | B: -5 | C: 3 | D: -4 | E: . | F: 15 | G: -4

> O=C(Cc1ccccn1)N1CCCCN2[C@@H](CO)[C@H](c3ccc(-c4ccccc4)cc3)[C@@H]2C1
  A: 1.1 | B: -5 | C: 2 | D: . | E: -3[16.7 µM] | F: 9 | G: -1

> C/C=C/c1ccc(C2[C@@H]3CN(Cc4cocn4)C[C@H]2N3)cc1 (stereo partly specified)
  A: -0.4 | B: -11 | C: 20 | D: -8 | E: . | F: 17 | G: -4

> CCOC(=O)[C@]12Cc3c(cc(OC)c(OC)c3OC)[C@H]1N(CCC(=O)OC)C(=O)c1ccccc12
  A: 2.7 | B: 14 | C: 5 | D: -1 | E: . | F: -8 | G: -5

> COC(=O)C1=C(c2cccc(OC)c2OC)C[C@@H]2CC[C@H]1N2C(=O)NCCO
  A: 3.1 | B: -9 | C: 4 | D: -4 | E: . | F: 2 | G: -12

> Fc1ccc(C(OCCN2CCCC2)c2ccc(F)cc2)cc1
  A: 6.1 | B: 2 | C: -22 | D: 1 | E: 11 | F: . | G: -11

> C[C@H]1OC[C@@H](C[N+](C)(C)C)O1
  A: -2.6 | B: 0 | C: -2 | D: -1 | E: -2 | F: . | G: 8

> O=C(Cc1cccnc1)N1CCCCN2[C@H](CO)[C@@H](c3ccc(/C=C/c4ccccc4)cc3)[C@@H]2C1
  A: 0.3 | B: -2 | C: -9 | D: . | E: -2[16.7 µM] | F: -11 | G: -13

> CCOC(=O)[C@]12Cc3cc(Cl)ccc3[C@H]1N(C(C)C)C(=O)c1ccccc12
  A: -0.5 | B: 29 | C: -2 | D: 4 | E: . | F: 348 | G: 86*

> Cc1ccc(NC(=O)c2ccc(C)c(S(=O)(=O)N3CCCCC3)c2)nc1
  A: 3.4 | B: -17 | C: 1 | D: -2 | E: 3 | F: -6 | G: -17

> COc1ccc(-c2ccc3c(c2)CNCc2cnnn2-3)cc1
  A: 1.3 | B: -87 | C: 4 | D: 5 | E: -7 | F: 3 | G: -171

> C=CCC1(CC)C(=O)NC(=S)NC1=O
  A: -0.3 | B: -7 | C: ? | D: -1 | E: . | F: 20 | G: .

> COc1ccc(CCNC2(C#N)CCCCC2)cc1OC
  A: -0.7 | B: 4 | C: -1 | D: -1 | E: 2 | F: . | G: -2

> C=COCCn1c(C)c(C(=O)OCC)c2cc(O)ccc21
  A: . | B: . | C: . | D: 4 | E: 0 | F: . | G: -9

> C=CCn1c(O)c(C(C)=NCCCN2CCOCC2)c(=O)[nH]c1=O
  A: -2.3 | B: -4 | C: . | D: . | E: -9 | F: 10 | G: .

# Single records (already shown). Screens in order: CFTR F508del cor | EWS-Fli inh | DENV2 CPE rescue | FN deposition inh | miR122 inh | INS-1E GSIS act | PAX8 inh HTS
# Fc1ccc(C(OCCN2CCCC2)c2ccc(F)cc2)cc1 is entered as 6.1 | 2 | -22 | 1 | 11 | . | -11
# C=CCC1(CC)C(=O)NC(=S)NC1=O is entered as -0.3 | -7 | ? | -1 | . | 20 | .

# A draw from above in order of count of non-hydrogen atoms, low to high:
# Key to letters – A = CFTR F508del cor; B = EWS-Fli inh; C = DENV2 CPE rescue; D = FN deposition inh; E = miR122 inh; F = INS-1E GSIS act; G = PAX8 inh HTS
> C[C@H]1OC[C@@H](C[N+](C)(C)C)O1
  A: -2.6 | B: 0 | C: -2 | D: -1 | E: -2 | F: . | G: 8

> C=CCC1(CC)C(=O)NC(=S)NC1=O
  A: -0.3 | B: -7 | C: ? | D: -1 | E: . | F: 20 | G: .

> COc1ccc(CCNC2(C#N)CCCCC2)cc1OC
  A: -0.7 | B: 4 | C: -1 | D: -1 | E: 2 | F: . | G: -2

> COc1ccc(-c2ccc3c(c2)CNCc2cnnn2-3)cc1
  A: 1.3 | B: -87 | C: 4 | D: 5 | E: -7 | F: 3 | G: -171

> Fc1ccc(C(OCCN2CCCC2)c2ccc(F)cc2)cc1
  A: 6.1 | B: 2 | C: -22 | D: 1 | E: 11 | F: . | G: -11

> C=CCn1c(O)c(C(C)=NCCCN2CCOCC2)c(=O)[nH]c1=O
  A: -2.3 | B: -4 | C: . | D: . | E: -9 | F: 10 | G: .

> Cc1ccc(NC(=O)c2ccc(C)c(S(=O)(=O)N3CCCCC3)c2)nc1
  A: 3.4 | B: -17 | C: 1 | D: -2 | E: 3 | F: -6 | G: -17

> CCOC(=O)[C@]12Cc3cc(Cl)ccc3[C@H]1N(C(C)C)C(=O)c1ccccc12
  A: -0.5 | B: 29 | C: -2 | D: 4 | E: . | F: 348 | G: 86*

> COC(=O)C1=C(c2cccc(OC)c2OC)C[C@@H]2CC[C@H]1N2C(=O)NCCO
  A: 3.1 | B: -9 | C: 4 | D: -4 | E: . | F: 2 | G: -12

> O=C(Cc1ccccn1)N1CCCCN2[C@@H](CO)[C@H](c3ccc(-c4ccccc4)cc3)[C@@H]2C1
  A: 1.1 | B: -5 | C: 2 | D: . | E: -3[16.7 µM] | F: 9 | G: -1

> CCOC(=O)[C@]12Cc3c(cc(OC)c(OC)c3OC)[C@H]1N(CCC(=O)OC)C(=O)c1ccccc12
  A: 2.7 | B: 14 | C: 5 | D: -1 | E: . | F: -8 | G: -5

# The listing continues.
# Key to letters – A = CFTR F508del cor; B = EWS-Fli inh; C = DENV2 CPE rescue; D = FN deposition inh; E = miR122 inh; F = INS-1E GSIS act; G = PAX8 inh HTS
> Cc1cc(=O)oc2c(C)c(OCC(=O)N3CCN(Cc4ccccc4)CC3)ccc12
  A: -2.8 | B: -18 | C: -3 | D: 5 | E: 2 | F: 5 | G: 5

> COc1cc(C2(C#N)CCN(C)CC2)cc(OC)c1OC
  A: 0.1 | B: 9 | C: -6 | D: 0 | E: -3 | F: . | G: -2

> CC=C(C)C1(CCC)C(=O)NC(=S)NC1=O
  A: -0.8 | B: 1 | C: 2 | D: -2 | E: . | F: 14 | G: .

> COc1ccc(CN2C(=O)NC(=O)/C(=C\c3cccc(OC)c3OC)C2=O)cc1
  A: -3.8 | B: 7 | C: 11 | D: 1 | E: 5 | F: -2 | G: -6

> COc1cc(C(C)=O)ccc1OC(=O)N(C)c1ccccc1
  A: -0.4 | B: 1 | C: 9 | D: -10 | E: 5 | F: 6 | G: -7

> O=C1CCN(C(=O)CNC(=O)Cc2ccccc2)CC1
  A: -3.3 | B: 4 | C: -2 | D: 5 | E: . | F: 17 | G: 2

> O=C(Cc1cccnc1)N1CCCCN2[C@H](CO)[C@@H](c3ccc(C#CC4CC4)cc3)[C@H]2C1
  A: -3.5 | B: -7 | C: 7 | D: . | E: 14[16.7 µM] | F: . | G: 17

> Cc1ccc(S(=O)(=O)N(C)c2ccc(C(=O)NCC3(N(C)C)CCCCC3)cc2)cc1
  A: -0.2 | B: 18 | C: -7 | D: . | E: -1 | F: 14 | G: -10

> CN(C)c1ccc(C(=O)N/N=C/C23CC[C@@H](O)CC2(O)CC[C@@H]2[C@@H]3CCC3(C)C(C4=CC(=O)OC4)CCC23O)cc1 (stereo partly specified)
  A: 2.9 | B: 31 | C: -2 | D: -5 | E: 49 | F: -51 | G: -2

> COc1ccc(CCn2c(O)c(/C=N/NC(=O)c3ccncc3)c(=O)[nH]c2=O)cc1OC
  A: . | B: -9 | C: 1 | D: -5 | E: . | F: . | G: 1

> CC(=O)OC1(c2ccccc2)CCN(C)CC1(C)C (stereo unspecified)
  A: -2.5 | B: -4 | C: 0 | D: -13 | E: -17 | F: 9 | G: -21

> CN1C(=O)CN=C(c2ccc(Cl)cc2)c2cc(Cl)ccc21
  A: -4.3 | B: 2 | C: 1 | D: 4 | E: 2 | F: . | G: 3

> Fc1ccccc1CCNCc1cccc2ccccc12
  A: . | B: . | C: . | D: 10 | E: 1 | F: 7 | G: -7

> CCN1CCC(N(C)C2CCCCC2)CC1
  A: 1.7 | B: 7 | C: -3 | D: -3 | E: 4 | F: 1 | G: -8

> c1ccc(NC2=NCCS2)cc1
  A: 2.2 | B: 0 | C: 1 | D: 2 | E: -4 | F: -6 | G: 19

> CCn1cc(CN2CCCC(C(=O)c3sccc3C)C2)cn1 (stereo unspecified)
  A: -3.5 | B: 11 | C: 4 | D: 0 | E: . | F: 7 | G: 13

> CC(C)NC1(c2ccccc2)CCCCC1
  A: 1.7 | B: -1 | C: -10 | D: . | E: . | F: 18 | G: .

> C1CC2OC2CC1C1CO1 (stereo unspecified)
  A: 4.5 | B: -2 | C: -18 | D: . | E: 1 | F: 12 | G: .

> Cc1c(C)c2ccc(OCC(=O)N3C[C@H]4C[C@@H](C3)c3cccc(=O)n3C4)c(C)c2oc1=O
  A: -1.5 | B: 6 | C: -12 | D: . | E: -4 | F: -5 | G: .

> COC(=O)C(O)(c1ccc(NC(=O)c2ccccc2)cc1)C(F)(F)F (stereo unspecified)
  A: -0.4 | B: -16 | C: 6 | D: -9 | E: 0 | F: 5 | G: -37

> CN1CCC(c2c[nH]c3ccccc23)C1 (stereo unspecified)
  A: -1.6 | B: 14 | C: -4 | D: -4 | E: . | F: 17 | G: 4

> Cc1cc(C=C2C(=O)N(C)C(=S)N(C)C2=O)c(C)n1-c1cccnc1
  A: . | B: . | C: . | D: -5 | E: -1 | F: -27 | G: 7

> O=C(CNC(=O)OCc1ccccc1)NCC(=O)Nc1ccc(Br)cc1C(=O)c1ccccc1
  A: . | B: . | C: . | D: 9 | E: -5 | F: 10 | G: -20

# Some of the compounds tested; count on the stated rates, not on these rows.
